Screening results (PubChem)
SIRT5 inh: sirtuin-5 (human) deacylase inhibition; Q9NXA8; 330,000 compounds, 1.1% hits; AID 652115; Purified SirT5, succinyl-peptide AMC, trypsin-coupled fluorescence; inhibition, % at 15 µM; in the data active = inhibition above about 15%
Xi reactivation: activators of X-chromosome reactivation in mouse fibroblasts. XiGFP mouse fibroblasts, % GFP-positive cells imaging, 3 d; cells co-treated with 5-aza-dC sensitizer; scaled so ellipticine positive control = 100%. activation, % at 7.58 µM. 360,000 compounds, 0.055% hits;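 active = mean normalized replicate activation at least 10% and every replicate at or above 10%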;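 note: 0% = median of on-plate neutral control wells and 100% = ellipticine 6 µM median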
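System: SV40-immortalized XiGFP fibroblast cells, line 68-5-11 / Incubation: 3-day compound exposure, then 15 min fixation at room temperature / Compound: single concentration per compound, delivered by pin transfer / Buffer or medium: DMEM plus 5-aza-dC sensitizer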
ERAP1 inh: inhibitors of human ERAP1 aminopeptidase. Q9NZ08. recombinant ERAP1, Leu-AMC fluorescence, 60 min. inhibition, % at 10.7 µM. 340,000 compounds, 0.15% hits. AID 652197;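 active = mean replicate inhibition of at least 30%, or all replicates individually reaching that 30% level; inactive = mean below 30% and not every replicate reaching it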;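 note: 0% = neutral control wells and 100% = L-leucinethiol positive control wells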
Target sequence (Q9NZ08 whole entry, looked up): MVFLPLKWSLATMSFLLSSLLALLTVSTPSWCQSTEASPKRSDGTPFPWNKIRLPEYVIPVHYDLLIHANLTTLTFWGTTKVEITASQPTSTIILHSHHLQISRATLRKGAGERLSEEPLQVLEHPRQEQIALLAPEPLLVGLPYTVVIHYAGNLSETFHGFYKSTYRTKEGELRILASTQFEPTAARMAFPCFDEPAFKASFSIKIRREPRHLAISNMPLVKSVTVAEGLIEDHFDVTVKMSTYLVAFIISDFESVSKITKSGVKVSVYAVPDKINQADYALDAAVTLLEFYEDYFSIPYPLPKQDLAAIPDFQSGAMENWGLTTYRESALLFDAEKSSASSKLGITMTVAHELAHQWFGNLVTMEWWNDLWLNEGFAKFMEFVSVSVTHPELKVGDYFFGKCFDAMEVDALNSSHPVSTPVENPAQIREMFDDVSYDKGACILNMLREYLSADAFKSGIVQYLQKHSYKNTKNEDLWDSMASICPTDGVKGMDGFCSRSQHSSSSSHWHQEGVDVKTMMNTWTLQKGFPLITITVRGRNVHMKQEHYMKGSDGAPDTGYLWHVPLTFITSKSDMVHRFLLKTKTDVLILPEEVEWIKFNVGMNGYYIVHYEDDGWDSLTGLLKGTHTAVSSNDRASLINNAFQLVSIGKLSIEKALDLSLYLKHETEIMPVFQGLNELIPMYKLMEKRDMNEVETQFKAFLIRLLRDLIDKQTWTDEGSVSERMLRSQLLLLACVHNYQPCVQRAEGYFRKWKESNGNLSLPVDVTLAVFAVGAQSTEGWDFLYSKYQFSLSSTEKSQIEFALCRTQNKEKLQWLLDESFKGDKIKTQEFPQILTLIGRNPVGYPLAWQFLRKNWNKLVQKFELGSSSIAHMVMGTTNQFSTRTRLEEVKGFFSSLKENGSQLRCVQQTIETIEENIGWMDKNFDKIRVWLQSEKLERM
LGR2 antag: blocks bursicon-induced cAMP signaling via Drosophila LGR2; HEK293 LGR2, CRE-luciferase, bursicon-stimulated, 4 h; inhibition, % at 9.99 µM; 380,000 compounds, 0.35% hits;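 active = drop in luminescence signal, shown as inhibition above about 50% in the replicate tests, limit read from the data, passing the limit was not always enough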;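 note: agonist challenge used bursicon conditioned medium at about half maximal strength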
S100A4 MyoIIA: blocks human S100A4 binding to myosin IIA peptide. S100A4/TAMRA-MyoIIA peptide fluorescence polarization. 360,000 compounds, 0.14% hits. inhibition, % at 10.7 µM. AID 652163;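 active = mean inhibition of at least 70% across replicates, with every replicate also reaching that level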
Target sequence (P26447 whole entry, looked up): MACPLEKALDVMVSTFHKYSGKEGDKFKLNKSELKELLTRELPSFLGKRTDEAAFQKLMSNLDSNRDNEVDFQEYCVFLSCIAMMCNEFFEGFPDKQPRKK
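Test system: S100A4 monomer protein; Medium: HEPES pH 7.2 with CaCl2, KCl, NaCl, DTT, Triton; Probe or stimulus: TAMRA-labelled myosin IIA heavy-chain peptide probe, 5 nM; Doses: one dose per compound; Times: polarization read 5 min after assay mix addition, stable 5–60 min; Benchmarks: neutral control DMSO, positive control TFP.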
Cneo AK release: Cryptococcus neoformans lysis via adenylate kinase release; C. neoformans lysis, adenylate kinase release luminescence, 4 h; normalised: neutral wells 0, clomiphene wells 100; lysis activity, % at 15 µM; 360,000 compounds, 0.2% hits; AID 651654;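 active = mean lysis activity across replicates of at least 80%, whatever share of replicates individually reach that level; inactive = mean lysis activity below 80%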
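Schedule: static 4 h at 37 °C with compound, 1 h detection; system: C. neoformans cells; benchmarks: Clomiphene as positive control; buffer or medium: fresh YPD medium; measure: luminescence rise reflecting yeast cell lysis; measured by: luminescent adenylate kinase detection reagent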
PGC1a acetyl inh: modulators of PGC1a acetylation; inhibition, % at 15.6 µM; 350,000 compounds, 0.17% hits; AID 651687; U2OS PGC1a acetylation, AlphaScreen anti-acetyl-lysine; with virally co-expressed GCN5 acetyltransferase;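 active = every replicate shows inhibition of at least 40%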;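 note: 0% = neutral control wells and 100% = positive control wells; some results beyond the cut were filed as inactive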
Statin myotox sup: protects C2C12 myotubes from simvastatin toxicity; ATP luminescence, 48 h; scaled: DMSO 0, geranylgeraniol control 100; rescue of ATP level, % at 7.49 µM; 330,000 compounds, 0.78% hits; AID 602340;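 active = mean ATP rescue above about 67%, or every replicate alone reaching that limit, limit read from the data, passing the limit was not always enough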;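 note: myotubes were challenged with 10 µM simvastatin during compound exposure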
Starred values were filed as active, the others as inactive; nt = no result given. A portion of the library, so the mix of outcomes need not match the whole.

1) O=C(COc1ccc(F)cc1F)NNC(=O)Nc1cccc([N+](=O)[O-])c1
2) O=C(CCCn1c(=S)[nH]c2cc3c(cc2c1=O)OCO3)NCc1cccc(Cl)c1
3) CC(=O)N1CCN(CC(O)COc2ccc(OCc3ccccc3)cc2)CC1 (configuration not stated)
4) Cc1ccc(CNC(=O)C2CCCN(c3nn4c(=O)cc(C)nc4s3)C2)cc1 (configuration not stated)
5) CSc1ccccc1C(=O)C1CCCN(S(=O)(=O)c2c(C)noc2C)C1 (configuration not stated)
6) CN(C)S(=O)(=O)c1cccc(C(=O)Nc2cc(S(=O)(=O)N3CCOCC3)ccc2O)c1
7) COCCC(=O)N1CCC(Oc2ccc(C(=O)NCc3ncc(C)[nH]3)cc2)CC1
8) CO[C@H]1CN(C)C(=O)c2ccc(NC(=O)C3CCCC3)cc2OC[C@H](C)N(C)C[C@H]1C

assay / compound,1,2,3,4,5,6,7,8
Xi reactivation,0.0,0.0,nt,0.4,0.0,0.2,0.3,0.6
Cneo AK release,-3,-1,-1,0,nt,-2,2,-3
ERAP1 inh,1,0,-4,-1,10,-1,-2,-2
LGR2 antag,-7,5,16,2,-2,6,3,-3
S100A4 MyoIIA,0,-3,-3,-8,3,3,-3,-29
SIRT5 inh,-3,0,1,0,-7,-6,1,-1
PGC1a acetyl inh,6,-12,-5,nt,nt,nt,nt,nt
Statin myotox sup,-9,-49,16,nt,nt,-9,5,-19

9) O=C(CSc1nc(O)c(C2CCCCC2)c(=O)[nH]1)Nc1ccc(F)cc1
10) CCOC(=O)c1c(C)[nH]c(C)c1S(=O)(=O)N(C)CC(=O)Nc1cccc(C)n1
11) Cn1c(Br)nc2c1c(=O)n(CC(O)COc1ccccc1)c(=O)n2C (configuration not stated)
12) Nc1ccc2oc(-c3ccccc3Cl)cc(=O)c2c1O
13) CC(NC(=O)c1ccc(S(=O)(=O)Nc2ccccc2)cc1)c1ccc(S(N)(=O)=O)cc1 (configuration not stated)
14) O=C(NCC(c1ccco1)N1CCN(c2ccccc2)CC1)C(=O)NC1CCCCC1 (configuration not stated)
15) COc1ccc(C(=O)Nc2cc(S(=O)(=O)N3CCCCC3)ccc2C)cc1
16) CC1CN(C(=O)c2ccc(S(=O)(=O)Nc3cccc(C(F)(F)F)c3)cc2)CC(C)O1 (configuration not stated)

assay / compound,9,10,11,12,13,14,15,16
Xi reactivation,1.4,0.0,nt,0.0,0.0,0.1,0.0,0.0
Cneo AK release,-1,-4,4,-1,-1,-2,-4,0
ERAP1 inh,1,-4,nt,nt,-6,-2,-1,-2
LGR2 antag,-2,5,6,nt,8,11,26,2
S100A4 MyoIIA,-8,-1,nt,-1,-15,-5,-2,-2
SIRT5 inh,0,-2,nt,nt,-3,-3,nt,-2
PGC1a acetyl inh,nt,8,4,nt,4,-16,-4,-7
Statin myotox sup,25,0,-7,29,10,5,7,3

17) COc1ccc(S(=O)(=O)Nc2ccc3c(c2)C(=O)N([C@@H](C)CO)C[C@H](C)[C@H](CN(C)C)OCCCC[C@@H](C)O3)cc1
18) Cn1cccc1/C=N/NC(=O)Cc1cccc2ccccc12
19) O=C(C[C@H]1C=C[C@@H](NC(=O)c2cccc(F)c2)[C@@H](CO)O1)NCc1ccc(Oc2ccccc2)cc1
20) Cc1ccccc1-c1ccc([C@H]2[C@H]3CN(S(=O)(=O)Cc4ccccc4)CCCCN3[C@H]2CO)cc1
21) O=C(N/N=C/c1c[nH]c2ccccc12)c1cc(-c2cccc3ccccc23)n[nH]1
22) CC1CCN(C(=O)CSc2nc3[nH]ncc3c(=O)[nH]2)CC1
23) CCCn1c(SCC(=O)NC2CCCCC2)nnc1-c1ccco1
24) CCOC(=O)C1(C(=O)OCC)N=C(c2ccccc2)C=C1c1ccccc1

assay / compound,17,18,19,20,21,22,23,24
Xi reactivation,0.3,0.0,-0.2,0.0,0.1,0.0,0.0,0.7
Cneo AK release,-1,nt,1,1,nt,nt,-1,nt
ERAP1 inh,-41,0,3,-1,-6,0,-1,-1
LGR2 antag,5,nt,-26,4,-3,nt,-9,-6
S100A4 MyoIIA,0,3,3,0,3,3,-6,13
SIRT5 inh,-2,-7,7,14,-2,-1,-3,nt
PGC1a acetyl inh,-2,nt,5,-8,6,nt,-5,nt
Statin myotox sup,nt,nt,3,-21,nt,nt,0,nt

By substructure: the compounds so far containing a Cl atom (2)
2) O=C(CCCn1c(=S)[nH]c2cc3c(cc2c1=O)OCO3)NCc1cccc(Cl)c1
12) Nc1ccc2oc(-c3ccccc3Cl)cc(=O)c2c1O

assay / compound,2,12
Xi reactivation,0.0,0.0
Cneo AK release,-1,-1
ERAP1 inh,0,nt
LGR2 antag,5,nt
S100A4 MyoIIA,-3,-1
SIRT5 inh,0,nt
PGC1a acetyl inh,-12,nt
Statin myotox sup,-49,29

More results:
25) COc1cc(Cn2c(=O)c3c(OC)c(C)cnc3n(C)c2=O)cc(OC)c1
26) CN1CCC(N(C)S(=O)(=O)c2ccc(C(C)(C)C)cc2)CC1
27) O=C(CS(=O)(=O)c1c[nH]c2ccccc12)N1CCc2ccccc21
28) CCC(C(=O)Nc1ccc2c(c1)OCCO2)c1ccccc1 (configuration not stated)
29) CCCNC(=O)COC(=O)c1ccccc1OCc1ccc(Cl)cc1
30) C[C@H]1CN([C@@H](C)CO)C(=O)c2cc(-c3ccc(F)cc3)cnc2O[C@@H]1CN(C)C(=O)c1ccccn1
31) Cc1oc(-c2ccc(Cl)cc2)nc1CN1CCC(C(=O)NCCCN2CCCC2=O)CC1
32) O=C(CCc1ccccc1)N/N=C/c1cccc([N+](=O)[O-])c1

assay / compound,25,26,27,28,29,30,31,32
Xi reactivation,0.0,0.0,0.1,0.2,nt,-1.3,0.2,0.0
Cneo AK release,1,3,0,-5,0,-4,-3,nt
ERAP1 inh,-1,5,4,1,3,2,-5,1
LGR2 antag,8,-4,-7,-7,nt,-16,16,20
S100A4 MyoIIA,0,2,2,-12,1,-1,-8,-4
SIRT5 inh,-1,1,-1,-1,2,3,nt,-6
PGC1a acetyl inh,0,-10,5,nt,1,-14,nt,nt
Statin myotox sup,10,-3,-9,nt,16,2,9,nt

33) O=C(NCC1CCCO1)C(Cc1ccccc1)N1C(=O)C2C3C=CC(C4CC34)C2C1=O (configuration not stated)
34) CCOC(=O)Cc1csc(NC(=O)c2cnc3sc(C)cn3c2=O)n1
35) O=C(C1CC1)N1CC(=O)N2[C@H](C1)[C@@H](c1ccc(-c3cccnc3)cc1)[C@@H]2CO
36) CCN(CC)C(=O)C12C(=O)Oc3ccccc3C1C2(C)C(=O)c1ccc(F)cc1 (configuration not stated)
37) O=C(NC1CCCCC1)c1cccc2c1C(=O)c1ccc(N3CCC(Cc4ccccc4)CC3)cc1S2(=O)=O
38) CCC[C@@H]1C=C(C(=O)OCC)[C@H](c2ccccc2)N1S(=O)(=O)c1ccc(C)cc1
39) CCC(=O)N1CCCCN2[C@H](CO)[C@H](c3ccc(-c4cccc(C#N)c4)cc3)[C@H]2C1
40) CC(=O)Nc1ccc(CN2CCN(C3CCCC3)C(CCO)C2)cc1 (configuration not stated)

assay / compound,33,34,35,36,37,38,39,40
Xi reactivation,0.0,-0.1,0.0,0.2,0.0,0.0,0.1,0.1
Cneo AK release,3,-3,nt,nt,0,0,-2,1
ERAP1 inh,-2,-1,3,-1,nt,-7,1,-1
LGR2 antag,4,3,3,7,-2,16,7,28
S100A4 MyoIIA,2,-6,-13,-2,-6,1,-2,7
SIRT5 inh,0,-1,2,-1,nt,11,-2,1
PGC1a acetyl inh,10,1,1,nt,-4,-24,-6,nt
Statin myotox sup,-4,26,nt,nt,15,4,9,3

One compound at a time (already shown):
CCC(=O)N1CCCCN2[C@H](CO)[C@H](c3ccc(-c4cccc(C#N)c4)cc3)[C@H]2C1 is listed as Xi reactivation: 0.1; Cneo AK release: -2; ERAP1 inh: 1; LGR2 antag: 7; S100A4 MyoIIA: -2; SIRT5 inh: -2; PGC1a acetyl inh: -6; Statin myotox sup: 9
CCN(CC)C(=O)C12C(=O)Oc3ccccc3C1C2(C)C(=O)c1ccc(F)cc1 (configuration not stated) is listed as Xi reactivation: 0.2; Cneo AK release: nt; ERAP1 inh: -1; LGR2 antag: 7; S100A4 MyoIIA: -2; SIRT5 inh: -1; PGC1a acetyl inh: nt; Statin myotox sup: nt

More results.
41) CCc1ccc(NC(=O)Cc2ccc(NC3=NC4CS(=O)(=O)CC4S3)cc2)cc1 (configuration not stated)
42) CCc1ccc(C(O)c2ncc(-c3cccc4ccccc34)[nH]2)cc1 (configuration not stated)
43) NNC(=O)c1cccc(O)c1
44) C[C@H]1CN([C@@H](C)CO)C(=O)c2cccc(N(C)C)c2O[C@H]1CN(C)Cc1ccc(C(=O)O)cc1
45) COc1cc([N+](=O)[O-])cc(/C=N/NC(=O)Cn2cncn2)c1O
46) COC(=O)c1ccc(NC(=O)[C@H](C)NC(N)=O)cc1
47) Cc1nnc(NC(=O)CSc2nccn2Cc2ccccc2)s1
48) Cc1csc2nc3cc(C(N)=O)ccc3c(=O)n12

assay / compound,41,42,43,44,45,46,47,48
Xi reactivation,0.0,0.3,-0.1,0.3,0.3,0.0,0.9,0.1
Cneo AK release,-2,6,-5,-4,0,-6,-2,0
ERAP1 inh,-1,5,nt,3,5,nt,-1,-6
LGR2 antag,7,4,21,-17,12,0,11,-10
S100A4 MyoIIA,-9,-5,nt,10,0,0,-3,-3
SIRT5 inh,-1,-6,nt,-4,2,-5,-3,-7
PGC1a acetyl inh,8,-19,13,7,-2,39,-1,0
Statin myotox sup,-5,0,nt,-22,nt,nt,0,-4

49) CCn1nc(C)c(CN2CCCC(CNS(=O)(=O)c3ccc(OC)cc3)C2)c1C (configuration not stated)
50) Cc1cc(C)c2c(c1)-c1c(ssc1=S)C(C)(C)N2C(=O)CSc1nncn1C
51) CC(=O)Oc1cc2c(c3ccccc13)CCC2=O
52) CN(C)C1=NC[C@H](Cc2ccccc2)N1CC1CCCC1

assay / compound,49,50,51,52
Xi reactivation,0.1,nt,0.4,-0.2
Cneo AK release,1,4,0,1
ERAP1 inh,-1,nt,-1,-4
LGR2 antag,-7,-9,-14,-4
S100A4 MyoIIA,-7,nt,9,-11
SIRT5 inh,3,nt,nt,-3
PGC1a acetyl inh,nt,11,-6,-6
Statin myotox sup,-4,-72,1,-20
